# TDP-43 yeast inh: qHTS of TDP-43 Inhibitors; actives 1.8% (n = 410,000); Potency, µM (titrated, usually from 46.1 µM), for inactives: at the highest dose growth rescue (activation), actives largely listed as activators; TDP-43 expressing yeast growth rescue, BacTiter-Glo, 24 h; AID 652104, 2013; note: potency is the fitted concentration of half-maximal effect; % of control where 0% means no effect; nearly all actives have a fitted effect of over 50% in size
#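 Galactose-induced TDP-43 yeast, OD600=0.02, compound pinned; 24 hr, 30 deg C; BacTiter-Glo luminescence for growth. Inhibitors of TDP-43 toxicity read as activators.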
# GLP-1R agonist: qHTS of GLP-1 Receptor Agonists; Glucagon-like peptide 1 receptor (Homo sapiens), P43220; HEK293 GLP-1R CRE-luciferase, luminescence, 4-6 h; cells express a hypersensitive GLP-1R form; Potency, µM (top dose mostly 45.6 µM), inactives show at the highest dose activation, usual class: activators; actives 0.007% (n = 380,000); note: potency is the fitted concentration of half-maximal effect; % of control where 0% means no effect
# Target sequence (P43220 whole entry, looked up): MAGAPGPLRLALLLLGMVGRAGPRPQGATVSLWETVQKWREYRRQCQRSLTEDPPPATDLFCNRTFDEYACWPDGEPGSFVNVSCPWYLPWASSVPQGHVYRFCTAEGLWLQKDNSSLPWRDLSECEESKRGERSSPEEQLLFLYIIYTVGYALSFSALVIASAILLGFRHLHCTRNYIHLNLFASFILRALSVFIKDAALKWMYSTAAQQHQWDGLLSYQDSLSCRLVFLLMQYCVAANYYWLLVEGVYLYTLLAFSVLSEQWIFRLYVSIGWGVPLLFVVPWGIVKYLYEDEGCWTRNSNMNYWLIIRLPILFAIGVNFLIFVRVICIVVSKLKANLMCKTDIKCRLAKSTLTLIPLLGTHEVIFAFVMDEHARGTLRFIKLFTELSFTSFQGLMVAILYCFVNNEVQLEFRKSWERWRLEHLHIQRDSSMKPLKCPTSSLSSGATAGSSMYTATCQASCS
# GLP-1R inv ag: qHTS of GLP-1 Receptor Inverse Agonists (Inhibition Mode) | Potency, µM (series often up to 38.3 µM), for inactives: at the top dose activity change, negative = inhibition, hits mostly inhibitors | Glucagon-like peptide 1 receptor (Homo sapiens), P43220 | HEK293 GLP-1R CRE-luciferase, luminescence, 24 h; GLP-1R form is constitutively active | actives 1.6% (n = 410,000); note: potency is the fitted concentration of half-maximal effect; % is set by controls: 0 for no effect and ±100 for the full control effect; nearly all actives have a fitted effect of over 55% in size
#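 HEK293 cells stably co-expressing constitutively active GLP-1R and a cAMP-responsive luciferase reporter were seeded in DMEM with 10% Nu serum, given compounds after 12 h, and incubated 24 h at 37 deg C. Luminescence was then read.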
# D3 antag: qHTS of D3 Dopamine Receptor Antagonist: qHTS; D(3) dopamine receptor (Homo sapiens), P35462; max response, negative = inhibition, %; actives 2.5% (n = 360,000); D3R cells, DiscoveRx beta-arrestin luminescence, antagonist mode; active compounds read low; in the data active = max response below about -50%; inconclusive = no clear call, values can overlap the other calls; note: % is set by controls: 0 for no effect and ±100 for the full control effect; mostly tested at two doses, the higher about 12 µM
#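 Cells plated overnight at 1500 cells/well, then exposed to library compounds with dopamine controls for 90 minutes at 37 degrees C. DiscoveRx reagent added for 30–60 minutes at room temperature; luminescence read, quantitative HTS format.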
# PTHR1 agonist: qHTS for PTHR1 Agonists: Primary Screen; Parathyroid hormone/parathyroid hormone-related peptide receptor (Homo sapiens), Q03431; HEK293 GP2 PTHR1 cells, GloSensor cAMP luminescence, 1 h; Potency, µM (doses to about 115 µM), without a hit: at the highest dose activation, hits mostly activators; actives 0.075% (n = 410,000); note: potency is the fitted concentration of half-maximal effect; nearly all actives have a fitted effect of over 55% in size; some results filed as inactive show a strong effect at the top dose; inactives centre near -15; many of its hits are not listed in these tables
# Target sequence (Q03431 whole entry, looked up): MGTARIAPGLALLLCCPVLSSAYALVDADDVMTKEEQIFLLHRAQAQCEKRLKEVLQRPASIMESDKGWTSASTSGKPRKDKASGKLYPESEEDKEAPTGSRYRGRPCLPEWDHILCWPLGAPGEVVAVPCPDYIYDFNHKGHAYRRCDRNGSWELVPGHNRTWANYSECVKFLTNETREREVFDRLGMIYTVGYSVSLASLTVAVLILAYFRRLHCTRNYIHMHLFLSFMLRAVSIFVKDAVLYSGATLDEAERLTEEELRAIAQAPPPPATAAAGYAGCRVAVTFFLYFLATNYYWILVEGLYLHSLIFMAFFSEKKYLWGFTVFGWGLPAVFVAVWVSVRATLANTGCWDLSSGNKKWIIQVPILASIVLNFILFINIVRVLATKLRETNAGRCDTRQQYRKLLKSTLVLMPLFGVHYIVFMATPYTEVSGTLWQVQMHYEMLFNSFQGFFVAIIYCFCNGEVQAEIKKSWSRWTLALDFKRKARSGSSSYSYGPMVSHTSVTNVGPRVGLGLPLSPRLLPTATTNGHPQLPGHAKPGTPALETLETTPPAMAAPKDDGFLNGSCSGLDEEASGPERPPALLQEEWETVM
#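 HEK-293-derived GP2 cells expressing PTHR1 and a GloSensor cAMP reporter, 3,000/well, plated overnight, given luciferin plus IBMX (each 0.5 mM as added) for 1 h at 37 °C, then compound for 1 h at 37 °C. Luminescence was read after 15 min at room temperature.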
# Abeta rescue: qHTS for compounds that reverse cellular toxicity of Amyloid beta (A-beta) peptide in yeast: Primary Screen; actives 0.063% (n = 410,000); yeast expressing A-beta42, growth rescue, OD600, 48 h; response scale: 0% DMSO, 100% iron-clioquinol control; Potency, µM (doses to about 46.1 µM), for the others: at the top dose growth rescue, most hits filed as activators; AID 1347071, 2019; note: potency is the fitted concentration of half-maximal effect; nearly all actives have a fitted effect of over 55% in size
#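 Yeast growth medium received pinned compounds, then yeast cells expressing toxic A-beta were added; plates incubated at 30 C for 48 hr. Growth read as absorbance at 600 nm, normalized to DMSO and equimolar FeCl3 plus clioquinol controls.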
# aSyn rescue: qHTS of alpha-syn Inhibitors | Yeast expressing alpha-synuclein, growth rescue, BacTiter-Glo, 24 h | Potency, µM (series often up to 46.1 µM), for the others: at the top dose growth rescue (activation), most hits filed as activators | actives 0.14% (n = 370,000); note: potency is the fitted concentration of half-maximal effect; % of control where 0% means no effect; nearly all actives have a fitted effect of over 65% in size
#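 Screening used galactose-induced yeast with toxic alpha-synuclein levels, exposed to compound for 24 hr at 30 deg C. Cell growth, read with BacTiter-Glo luminescence, gave the measured signal.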
# FUS yeast rescue: qHTS for Suppressors of FUS Proteinopathy: Primary screen using FUS-linked yeast assay | Potency, µM (doses to about 76.6 µM), inactives show at the top dose growth rescue (activation), hits mostly activators | AID 1347120, 2019 | actives 0.24% (n = 390,000) | S. cerevisiae FUS-expressing, growth rescue, OD600, 24 h;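 note: potency is the fitted concentration of half-maximal effect; plate controls were DMSO vehicle for no effect and reference control for full effect; nearly all actives have a fitted effect of over 55% in size; some results filed as inactive show a strong effect at the top dose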
#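 Yeast FUS proteinopathy model; galactose-induced FUS (2%), starting OD 0.005. Cpds in dilution series, 24hr, 30C, 99% humidity. Abs 600 nm growth. Pos ctrl CP55940 (top 92uM final); neg ctrl DMSO.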
# Akt phos inh: HTS Assay for Inhibitors of Akt Phophorylation: Primary Screen; Neuro2A IGF-stimulated pAkt S473 HTRF, 20 min; active compounds read low; activity change, % for hits at 50 µM; actives 0.32% (n = 360,000); in the data active = activity change below about -80%; inconclusive = mostly about -51% to -80%; note: % is set by controls: 0 for no effect and ±100 for the full control effect
#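 Single-point screen (50 µM final compound) in Neuro2A cells stimulated 20 min with 6 nM IGF at 37 deg C. After lysis, Ser473-phosphorylated Akt read by HTRF (ex 330 nm, em 615/665 nm) as the 665/615 ratio.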
# An asterisk follows results filed as active; i = inactive; ? = inconclusive; nt = no result given; [ ] = another dose, or the depositor's remark. Unless noted, calls come from the whole dose curve; as a rule, active = well fitted curve in the direction sought with a large enough effect; inconclusive = small, poorly fitted or top-dose-only effect, or another doubt; inactive = no such curve, though single readings can be large; an effect the other way counts as inactive or inconclusive. Only part of the results is shown (hit frequency here may not be typical).
SMILES,TDP-43 yeast inh,GLP-1R agonist,GLP-1R inv ag,D3 antag,PTHR1 agonist,Abeta rescue,aSyn rescue,FUS yeast rescue,Akt phos inh
CCC(=O)c1ccc(OC(=O)C2CCN(C3=NS(=O)(=O)c4ccccc43)CC2)cc1,8%,1%,-5%,-7,-94%[inhibitor],-4%,-4%,-8%,i
C[C@@H]1CN([C@H](C)CO)C(=O)c2cc(NC(=O)Nc3ccc(C(F)(F)F)cc3)ccc2O[C@H]1CN(C)C(=O)Nc1ccc(F)cc1,-16%,1%,?,2,9%,-8%,1%,28µM*,i
CC(C)(C)OC(=O)NCCc1nnc(SCc2ccc(Cl)cc2)o1,18µM*,6%,?,4,-14%[57.5 µM],29%,10%,?,i
O=c1c2ccccc2nc2n1CCC2O (configuration not stated),8%,-2%,-11%,-9,8%,-6%,-1%,-8%,i
CC(Oc1cccc(Cl)c1)C(=O)Nc1ccc(N2CCOCC2)cc1N1CCOCC1 (configuration not stated),?,23%,?,1,-24%,7%,9%,23%,i
Cc1cc(C)c(NC(=O)CCN2C(=O)c3ccccc3S2(=O)=O)c(C)c1,-12%,7%,35%[activator],2,i,6%,-6%,2%,i
O=C(NC1CCc2ccccc21)c1cc(COc2ccc(F)cc2F)on1 (configuration not stated),-7%,16%,?,-23,-25%,?,1%,-15%,i
CC(C)COC(=O)n1ccc(C(=O)N2CCCCC2)n1,1%,3%,0%,9,-15%[57.5 µM],20%,-7%,-2%,i
CC(C)c1ccccc1NS(=O)(=O)N(C)C,-20%[9.22 µM],0%,-18%,-4,i,1%,-1%,-8%,i
COc1cccc(CNC(=O)C2CCN(S(=O)(=O)c3cccc4nonc34)CC2)c1,-13%,8%,3%,-5,-7%,-14%,-7%,18%,i
COc1ccc(Oc2coc3cc(OC(=O)c4cccs4)ccc3c2=O)cc1,-1%,-17%,9%,-10,-12%,-3%,6%,-13%,i
CCOC(=O)c1c(C)nn(-c2ccc(NC(=O)CSCC(=O)O)cc2)c1C,-20%,-1%,-3%,9,-4%,-2%,-1%,5%,i
CCOc1ccc(S(=O)(=O)N2CCCC(C(=O)NCc3ccccn3)C2)cc1C (configuration not stated),-15%,14%,?,-20,i,-1%,-5%,31%,i
CCCN1CCN(CCCNC(=O)c2cc3c(=O)[nH]c4ccc(C)cc4c3s2)CC1,-12%,6%,?,4,i,-5%,-1%,-1%,i
O=C(CC(c1ccccc1)c1ccccc1)Nc1ccc(O)cc1,-20%,2%,-28%,17,-13%,-5%,1%,17%,i
COc1ccc(N2C(=O)C(CC(=O)Nc3ccc(F)cc3)N(CCC3=CCCCC3)C2=O)cc1 (configuration not stated),18%,nt,-1%,nt,-25%,-5%,nt,19%,nt
CCCC(c1nnnn1C1CCCCC1)N1CCN(c2ncccn2)CC1 (configuration not stated),-3%,5%,-5%,?,i,-50%[inhibitor],-1%,29%,i
CN1CCN(C(=O)/C(=C/c2cccc([N+](=O)[O-])c2)NC(=O)c2ccccc2)CC1,10%,-3%,?,1,-20%,-2%,2%,17%,i
CN(c1cccc(NC(=O)Nc2ccc(Cl)cc2)c1)S(C)(=O)=O,-3%,1%,-42%,4,-14%[57.5 µM],11%,-2%,12%,i
CC(=O)c1ccc(N2CCCCC2)c(F)c1,-8%,7%,-3%,-16,20%,-17%,-3%,20%,i
CS(=O)(=O)c1ccc(Cl)c(NC(=O)COC(=O)CNC(=O)c2cccs2)c1,20%,-6%,-15%,22,i,-3%,-8%,nt,i
Cc1ccc(C(C)C)cc1S(=O)(=O)Nc1cccnc1,10%,17%,2%,18,-24%,7%,3%,5%,i
O=C(Nc1ccccc1N1CCOCC1)c1ccc(Cl)c(S(=O)(=O)NCc2ccco2)c1,-2%,19%,13%,4,-21%,4%,-2%,20%,i
Cc1ccc(NC(=O)Nc2cc(C)on2)cc1,10%,4%,17%,-8,-11%,7%,-1%,4%,i
Cc1ccc(N(Cc2ccccc2)C(=O)c2ccc(C)c(S(=O)(=O)N3CCOCC3)c2)cc1,22%,-1%,?,19,-7%,-2%,15%,?,i
CCc1nnc(NC(=O)CSC(=S)N2CCOCC2)s1,19%,-5%,8%,10,i,15%,3%,2%,i
CC1C=CCC2C(=O)N(c3cccc(C(=O)N4CCN(c5ccc(F)cc5)CC4)c3)C(=O)C12 (configuration not stated),-19%,-2%,0%,2,-33%[inhibitor],-10%,9%,?,i
Cc1sc2nc(SCC(=O)Nc3ccc(S(=O)(=O)NCCCC(=O)O)cc3)[nH]c(=O)c2c1C,12%[9.22 µM],2%,9%[7.66 µM],3,-4%,-14%,-1%,8%,i
O=C(CCCNC(=O)/C(=C/c1ccccc1F)NC(=O)c1ccccc1)OCc1ccccc1,?,6%,?,6,-5%,-4%,4%,1%,i
Cc1cccc(OCc2nnc(SCC(=O)N(c3ccccc3)C3CCS(=O)(=O)C3)o2)c1 (configuration not stated),19%,16%,?,6,-78%[inhibitor],12%,6%,20%,i
Cc1ccc(C(=O)Nc2cc(-c3nc4ncccc4o3)ccc2C)c(C)c1,18%,nt,6%,nt,?,20%,nt,-10%,nt
Cc1cccc(NC(=O)Cn2nc(-c3ccco3)ccc2=O)c1C,15%,11%,4%,5,i,-2%,3%,10%,i
O=C(NC1CCN(C(=O)N2c3ccccc3Sc3ccccc32)CC1)c1ccccc1Cl,22%,-3%,10µM*,-17,-68%[inhibitor],7%,?,?,i
Cc1ccc(-c2csc3ncnc(SCC(=O)NCC4CCCO4)c23)cc1 (configuration not stated),?,13%,-16%,5,-15%,-7%,10%,8%,i
OC[C@@H]1CN(Cc2ccc(F)cc2)C[C@H](n2cnc3c(N4CCN(c5ccccc5)CC4)ncnc32)O1,26%,-3%,?,20,-61%[inhibitor],6%,?,?,i
CCCNC(=O)c1onc(CS(=O)(=O)c2cccc(OC)c2)c1C(=O)NCCC,21%,3%,3%,4,-23%,11%,6%,11%,i
CCN(C(=O)Cn1c(=O)oc2ccccc21)c1c(N)n(Cc2ccccc2)c(=O)[nH]c1=O,2%,-7%,13%,-1,i,-19%,1%,-22%,i
CCOc1ccc(CN2CCN(CC(O)Cn3c4ccccc4c4ccccc43)CC2)cc1 (configuration not stated),0%,-5%,-23%,-2,i,16%,4%,6%,i
O=C(C[n+]1cccc(C(=O)Nc2ccccc2)c1)c1ccc([N+](=O)[O-])cc1,12%,1%,19%,-7,-7%,11%,2%,6%,i
CCc1ccc(OCC(=O)NC2CCCCC2)c(Br)c1,5%,17%,?,-8,-30%,-22%,-1%,?,i
CCc1[nH]c(=S)c(C#N)c(-c2ccccc2)c1C(=O)OC,?,-4%,0%,-9,i,0%,-12%,18%,i
Cc1ccc(S(=O)(=O)N/N=C(\c2ccccc2)c2cccnc2)cc1,-15%,8%,1%,?,-3%,13%,-1%,9%,i
CCCn1c(N)c(C(=O)CSc2nc(N)cc(=O)[nH]2)c(=O)n(C)c1=O,-1%,0%,8%,-3,-17%,2%,-6%,13%,i
CCOC(=O)c1cc(OC(=O)c2cccs2)n(-c2ccccc2)n1,-7%,9%,4%,6,-1%,-4%,-5%,20%,i
COc1cc(SC)ccc1C(=O)Nc1ccc(C)cc1C,23%,0%,-10%,12,-21%,18%,0%,nt,i

# Compound profiles, as listed above. Order of values: TDP-43 yeast inh | GLP-1R agonist | GLP-1R inv ag | D3 antag | PTHR1 agonist | Abeta rescue | aSyn rescue | FUS yeast rescue | Akt phos inh
# OC[C@@H]1CN(Cc2ccc(F)cc2)C[C@H](n2cnc3c(N4CCN(c5ccccc5)CC4)ncnc32)O1 in the list: 26% | -3% | ? | 20 | -61%[inhibitor] | 6% | ? | ? | i
# CCOc1ccc(CN2CCN(CC(O)Cn3c4ccccc4c4ccccc43)CC2)cc1 (configuration not stated) in the list: 0% | -5% | -23% | -2 | i | 16% | 4% | 6% | i
# CCc1[nH]c(=S)c(C#N)c(-c2ccccc2)c1C(=O)OC in the list: ? | -4% | 0% | -9 | i | 0% | -12% | 18% | i

# (next part)
SMILES,TDP-43 yeast inh,GLP-1R agonist,GLP-1R inv ag,D3 antag,PTHR1 agonist,Abeta rescue,aSyn rescue,FUS yeast rescue,Akt phos inh
Cc1nc(NC(=O)CSc2nc3cccnc3n2C2CCCCC2)sc1C,-5%,1%,11%,?,i,12%,-1%,7%,i
COCCNC(=O)C1(C)CCCN(C(=O)c2cc(C)oc2C)C1 (configuration not stated),0%,7%,8%,11,-26%,10%,1%,-21%,i
Cc1ccc(CNC(=O)CN2C(=O)NC(C)(c3ccc(Cl)cc3)C2=O)cc1 (configuration not stated),-10%,8%,?,-14,i,-9%,-1%,14%,i
CCn1c(CN2CCOCC2)nnc1SCC(=O)Nc1ccccc1C,-20%,-2%,25%,-6,-23%,-6%,-3%,2%,i
CC1CC(=S)Nc2ccccc2N1C(=O)Nc1ccccc1 (configuration not stated),-3%,3%,7%,0,-14%,-10%,0%,28%,i
CC1=NC(=O)C(N=Nc2ccccc2)N1c1ccccc1 (configuration not stated),-2%,-6%,6%,-58*,-36%[inhibitor][57.5 µM],0%,-4%,-11%,i
CCC(C(=O)NCCc1cc(OC)ccc1OC)n1nc(C)c2sc3ccccc3c2c1=O (configuration not stated),7%,nt,0%,nt,i,-5%,nt,25%,nt
CCc1sc(C(=O)N2CCN(S(C)(=O)=O)CC2)cc1Br,-13%,-1%,0%,5,i,-16%,-5%,19%,i

# Screening data (PubChem)
